Screens deposited in PubChem BioAssay by Sanford-Burnham Center for Chemical Genomics.
TAG inh – reduces triacylglycerol accumulation in H9c2 cells. 230,000 tested, 0.66% active. inhibition, % at 12.5 µM. Nile Red lipid (TAG) fluorescence; cells loaded with 200 µM oleic acid. AID 651582;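 active means pattern-corrected inhibition of lipid staining of at least 50% with the nuclear-stain viability signal not falling by more than 50%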;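 further: 0% = DMSO wells and 100% = triacsin C control wells; some results filed as inactive read as strong as hits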
TAG inh DAPI viability – also measured in TAG inh; calls as there; DAPI nuclei signal change (viability), lower = more cytotoxic, %;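 whole-well DAPI fluorescence read on a plate reader as a viability signal; minus 50 percent equals half of cells still viable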
Starred values were filed as active, the others as inactive; & = joins results of further samples. Some of the compounds tested. The share of hits here may be higher or lower than overall.

smiles	TAG inh	TAG inh DAPI viability
O=C(O)C1C2C=CC(C2)C1C(=O)NCc1ccco1 (stereo unspecified)	1	4
O=[N+]([O-])c1ccc(-c2nnc(CNC3CCCC3)o2)cc1	4	14
Cc1cc(-c2sccc2C)nc(-n2cccc2)n1	-5	8
O=C1N=C(N2CCCCC2)S/C1=C/C1=Cc2ccccc2OC1	-11	-2
COc1ccc(OC)c(NC(=O)NNC(=O)COc2ccc(F)cc2F)c1	7	-4
COc1ccccc1NC(=S)NNC(=O)c1nn(C)cc1Cl	1	5
C[C@H](CO)N1C[C@H](C)[C@@H](CN(C)Cc2ccccc2)OCCCC[C@H](C)Oc2ccc(N(C)C)cc2C1=O	3	8
CC(=O)c1ccc(OC(=O)/C=C/c2ccccc2)cc1	3	2
CC(OC(=O)c1nc(Cl)ccc1Cl)C(=O)c1ccccc1 (stereo unspecified)	-6	6
O=C(CCN1CCCCC1)Nc1ccccc1	-9	-7
Cc1nc(NC(=O)CSc2nc3ccccc3s2)sc1C(=O)N(C)C	4	0
Cc1ccc(CNS(=O)(=O)c2ccc3c(c2)n(C)c(=O)c(=O)n3C)cc1	-19	-1
Cc1cc2nc(N3C(=O)CNC3=S)sc2cc1C	-8	6
FC(F)(F)C(F)(F)c1nc2nc(Cl)c(Cl)nc2[nH]1	11	-3
CN(C)S(=O)(=O)n1cnc2ccccc21	-8	1
CC(C)C(NS(=O)(=O)c1ccccc1)C(=O)OCC(=O)NNC(=O)c1ccccc1 (stereo unspecified)	-6	8
COc1ccc(S(=O)(=O)N(CCC(N)=O)Cc2ccco2)cc1OC	-5	0
CCOc1cccc(/C(O)=C2/C(=O)C(=O)N(CCOC)C2c2ccncc2)c1 (stereo unspecified)	-19	4
CCOC(=O)CC(=O)Nc1ccccc1C(=O)O	13	-19
COc1cc(Nc2ncc3c(n2)CCN(C(=O)Nc2ccc(C(C)C)cc2)C3)cc(OC)c1OC	33	-18
CCn1nc(C(=O)Nc2cccc(S(=O)(=O)N3CCCC3)c2)c2ccccc2c1=O	17	-8
CC1(C(=O)NS(=O)(=O)c2ccc3c(c2)CCO3)CCN1C(=O)C1(c2ccc(Cl)cc2)CCC1 (stereo unspecified)	14	4
CC(C)C(NC(=O)Cc1ccccc1)C(=O)N1CCN(c2cccc(Cl)c2)CC1 (stereo unspecified)	-43	1
CN1CCC[C@H]1c1cccnc1	-12&-7	-4&-7
Cn1c(=O)oc2cc(S(=O)(=O)NC3CCN(Cc4ccccc4)CC3)ccc21	1	-9
CCOc1cc(S(=O)(=O)n2nc(C)cc2C)ccc1F	-39	10
O=C(CS(=O)(=O)c1cn(CC(=O)N2CCOCC2)c2ccccc12)Nc1ccccc1F	-2	4
S=c1[nH]nc(-c2ccncc2)n1/N=C/c1cn(-c2ccccc2)nc1-c1ccccc1	14	-9
Cc1ccc(-c2cc(C(=O)NCCCN3CCOCC3)c3ccccc3n2)cc1	8	21
O=C1c2ccc(-c3ccc(F)cc3OCc3ccccc3)cc2S(=O)(=O)c2cccc(C(=O)N3CCCC3)c21	24	2
COc1ccc(-n2c(-c3ccc(Br)cc3)c[n+]3c2CCC3)cc1	-17	7
CC1CN(Cc2ccccc2)C(=S)N(c2ccccc2)C1=O (stereo unspecified)	-20	12
N#CC1=C(N)OC(c2ccccc2)=C(C#N)C1c1ccc2c(c1)OCO2 (stereo unspecified)	-19	20
Cc1cccc(OCCCCn2c(CO)nc3ccccc32)c1	-11	5
O=C(OCc1nnc(-c2ccc(Cl)cc2)o1)c1ccncc1	9	9
Cc1ccc(S(=O)(=O)NCC(=O)NCC(=O)NCCc2ccccc2F)cc1C	13	-13
Cc1noc(C)c1S(=O)(=O)Nc1ccc2c(c1)C(=O)N([C@H](C)CO)C[C@@H](C)[C@@H](CN(C)Cc1ccc3c(c1)OCO3)O2	0	-5
CC(Sc1nnc2n1CCCCC2)C(=O)Nc1ccccc1[N+](=O)[O-] (stereo unspecified)	3	0
Nc1cc(F)ccc1N1CCCCCC1	-5	0
O=C(O)c1cc(S(=O)(=O)O)ccc1O	-3	-4
Cc1cc(C(=O)NNC(=O)c2ccc(C(F)(F)F)cc2)no1	-8	3
O=C(COC(=O)c1cccnc1Cl)NCc1ccc(F)cc1	-2	0
CCOC(=O)N1CCN(C(=O)CSc2nc3nc(C)cc(C)n3n2)CC1	4	1
CCc1ccc(N2CC(C(=O)OCc3nc4ccsc4c(=O)[nH]3)CC2=O)cc1 (stereo unspecified)	2	3
N#C/C(C(N)=O)=C1/SC(Cc2ccc(F)cc2)C(=O)N1c1ccccc1 (stereo unspecified)	-1	-5
COc1ccc(CC(=O)OCC(=O)Nc2ccc(OC(F)F)cc2)cc1OC	-4	-2
CCC(=O)Nc1ccc(-c2csc(NNC(C)=O)n2)cc1	-4	2
COc1ccc(C)cc1Nc1n[n+](C)c(-c2ccc(O)cc2O)s1	3	-8
O=C(c1ccc(F)cc1)C1CCN(C(=O)NC2CCCCC2)CC1	50*	-9.3*
CCOCCCNC(=S)N(Cc1ccco1)Cc1cc2cc3c(cc2[nH]c1=O)OCCO3	-4	11

Part of the list above, with each value named.
> CCOC(=O)N1CCN(C(=O)CSc2nc3nc(C)cc(C)n3n2)CC1
  TAG inh = 4	TAG inh DAPI viability = 1

> CCc1ccc(N2CC(C(=O)OCc3nc4ccsc4c(=O)[nH]3)CC2=O)cc1 (stereo unspecified)
  TAG inh = 2	TAG inh DAPI viability = 3

> N#C/C(C(N)=O)=C1/SC(Cc2ccc(F)cc2)C(=O)N1c1ccccc1 (stereo unspecified)
  TAG inh = -1	TAG inh DAPI viability = -5

> COc1ccc(CC(=O)OCC(=O)Nc2ccc(OC(F)F)cc2)cc1OC
  TAG inh = -4	TAG inh DAPI viability = -2

Continued:
compound | TAG inh | TAG inh DAPI viability
COc1ccc(N=CC2=C(O)CC(C)(C)CC2=O)cc1 | -12 | -2
Cn1c(Cc2cccs2)nnc1SC/C=C/c1ccccc1 | -10 | -1
COc1ccc(/C=N/N(c2ccccc2)c2ccccc2)cc1O | 0 | -1
CCOC(=O)c1nnn(-c2nonc2N)c1-c1ccc(OC)cc1 | 7 | -5
O=C(CC1SC(N2CCCC2)=NC1=O)Nc1ccc(C(=O)N2CCCC(C(F)(F)F)C2)cc1 (stereo unspecified) | -1 | 8
CCc1ccc(OCC(=O)N2CCN(c3ccccc3F)CC2)cc1 | -2 | -7
COc1ccc(-n2ncc3c2CC(C)(C)CC3NC(=O)CCc2c(C)noc2C)cc1 (stereo unspecified) | -2 | 2
O=C(Nc1ccccc1C(=O)O)/C(=C/c1ccc([N+](=O)[O-])cc1)NC(=O)c1ccc(Br)o1 | -9 | -5
CN(C)/C=C(\C#N)C(=O)Nc1ccc(F)c(Cl)c1 | -15 | 4
O=C(COC(=O)C12CC3CC(CC(C3)C1)C2)NC12CC3CC(CC(C3)C1)C2 | -7 | 16
CC(=O)Nc1ccc(NC(=O)C(C)OC(=O)c2ccc(S(=O)(=O)N3CCCCCC3)cc2)cc1 (stereo unspecified) | 5 | -12
COc1cccc(OCC(=O)Nc2ccccc2NC(C)=O)c1 | 0 | 4
COc1ccc(CNCc2ccncc2)c(OC)c1 | -1 | -7
O=C(CN1C(=O)NC2(CCCC2)C1=O)N1CCN(Cc2ccccc2)CC1 | -12 | -3
COc1ccc(S(=O)(=O)Oc2ccccc2C(=S)N2CCOCC2)cc1 | 4 | -4
O=C(O)CSc1ccn(Cc2ccccc2)c1 | 10 | 4
CCOC(=O)Cc1csc(NC(=O)Nc2cccc(Cl)c2)n1 | -5 | 0
CC1C(=O)N2CCCc3cc(NC(=O)C(=O)NCCCc4ccccc4)cc1c32 (stereo unspecified) | 15 | -2
CC(=O)c1sc(NC(=O)C2CCN(c3ncnc4sc(C)c(C)c34)CC2)nc1-c1ccccc1 | 8 | -6
COc1ccccc1CNC(=O)CCNC(=O)Cn1ccc2ccccc2c1=O | 1 | -9
CCN(CC)C(=O)CC(c1ccc(F)cc1)c1ccc(OC)cc1 (stereo unspecified) | 5 | 3
COc1ccc(S(=O)(=O)N(C)C[C@H]2Oc3c(NS(=O)(=O)c4ccc(F)cc4)cccc3C(=O)N([C@H](C)CO)C[C@@H]2C)cc1 | -29 | 0
CC(=O)Nc1nnc(-c2ccco2)o1 | 4 | -6
CCC/C(O)=C1\C(=O)CC(C)(C)CC1=Nc1ccc(OC)cc1 | -13 | 1
Cc1sc2ncnc(SCC(=O)NC(C)C(C)C)c2c1C (stereo unspecified) | 5 | -1
CCC(C)NCCOc1ccccc1C (stereo unspecified) | 9 | -2
COC(=O)Cn1c(=NC(=O)CSCC(=O)Nc2cc(C)on2)sc2cc(C(=O)OC)ccc21 | -4 | 5
COc1ccc2[nH]cc(/C=C/C(=O)c3ccccc3)c2c1 | 2 | -6
Cc1cccc(NS(=O)(=O)c2cc3c(cc2C)NC(=O)CO3)c1 | -7 | -7
CCc1noc(C)c1C(=O)Nc1ccc(C)c(S(=O)(=O)N2CCCCCC2)c1 | -28 | 30
COc1ccc(C(=O)OCC(=O)NCCN2C(=O)CSC2=O)cc1 | 0 | -1
CC(CP(=O)(O)O)NC(=O)Cc1ccccc1 (stereo unspecified) | 2 | 5
CCC1(c2ccccc2)NC(=O)N(CC(=O)Nc2ccc(S(=O)(=O)NC3=NCCCCC3)cc2)C1=O (stereo unspecified) | 6 | 0
COC(=O)C1=C(C)N(Cc2ccccc2)C(=NCc2cc(OC)c(OC)c(OC)c2)N[C@H]1CCc1ccccc1 | -14 | 7
O=C(O)C1(Nc2ccccc2)CCCC1 | -7 | 1
CCC(c1nnnn1C(C)C)N1CCN(C2CCCC2)CC1 (stereo unspecified) | 5 | -4

Five compounds picked at random from those above, as already listed:
compound | TAG inh | TAG inh DAPI viability
Cc1sc2ncnc(SCC(=O)NC(C)C(C)C)c2c1C (stereo unspecified) | 5 | -1
COc1ccc(C(=O)OCC(=O)NCCN2C(=O)CSC2=O)cc1 | 0 | -1
O=C(O)C1(Nc2ccccc2)CCCC1 | -7 | 1
CCC(c1nnnn1C(C)C)N1CCN(C2CCCC2)CC1 (stereo unspecified) | 5 | -4
Cc1cccc(NS(=O)(=O)c2cc3c(cc2C)NC(=O)CO3)c1 | -7 | -7

Following part.
compound | TAG inh | TAG inh DAPI viability
COC(=O)CSc1ncc(C#N)c(N)n1 | 23 | -2
O=C(CSc1nnc(CNC(=O)c2c(F)cccc2F)o1)NCCc1ccccc1 | -1 | -7
O=C(c1ccc(NS(=O)(=O)c2ccc3[nH]c(=O)[nH]c3c2)cc1)N1CCCCC1 | 7 | -4
O=C(Nc1ccc(S(=O)(=O)Nc2cnc3ccccc3n2)cc1)c1ccc(Br)o1 | 14 | 4
CSc1ccc(CNC(=O)C2(C)CCCN(C(C)=O)C2)cc1 (stereo unspecified) | -8 | 7
CCNC(=S)N1CCN(S(=O)(=O)c2ccc(C)cc2)CC1 | -93 | -6
COc1ccc(NC(=O)CSc2ccc(-c3cccnc3)nn2)c(OC)c1 | 13 | -1
CC(C)(C)NC(=O)c1cnn2c1NC(c1ccc(F)cc1)CC2C(F)(F)F (stereo unspecified) | 14 | 8
CCN(C(=O)c1ccc2c(OC)n(CC)nc2c1)c1ccc(OC)cc1 | -3 | 3
O=C1CN(c2ccccc2)C(=S)N1C(=O)c1ccc(Br)cc1 | 13 | -2
CCOC(=O)C(=CNc1ccc(Oc2cncc(Cl)c2)nc1)C(=O)OCC | -3 | -2
Cc1nnsc1C(=O)N/N=C/c1c(F)cccc1Cl | -19 | -7
Cc1cc(Cl)ccc1OC(C)C(=O)Nc1ccccc1N1CCOCC1 (stereo unspecified) | -38 | -14
CCn1c(=O)c2cc(C(=O)Nc3ccc(OC)cc3OC)sc2c2ccccc21 | 12 | 1
CCc1ccc(OCC(=O)NNC(=O)c2nn(CC)c(=O)c3ccccc23)cc1 | 21 | -11
O=C(N[C@@H](Cc1ccc(O)cc1)C(=O)O)c1ccc(C(F)(F)F)cc1 | 6 | -4
N=c1c(C(=O)NCc2ccco2)cc2c(=O)n3ccccc3nc2n1Cc1ccccc1 | -7 | 29
CN(Cc1ccccc1N1CCCC1)C(=O)c1cc2ccccc2o1 | -6 | 0
CC(C)n1cnc2c(NCc3ccccc3)nc(NCc3ccccc3)nc21 | 1 | 5
COCCN1Cc2cccc(C(=O)NCc3ccccc3OC)c2C1=O | 2 | 2
O=C(CCC1CCCN(C(=O)c2ccc3cc[nH]c3c2)C1)N1CCN(c2ccccn2)CC1 (stereo unspecified) | 13 | -10
Cc1ccc(OCCC(=O)OCC(=O)NC2CCCC2)cc1 | -9 | 8
O=C(C1CCN(C2CC(=O)N(c3cccc(Cl)c3)C2=O)CC1)N1CCCC1 (stereo unspecified) | -28 | 1
CNC(=S)NNc1nc(C)cc(C)n1 | -6 | 4
COc1ccccc1N(CC(=O)NCCSCc1cccc(C)c1)S(=O)(=O)c1ccccc1 | -9 | -3
CCc1ccccc1NNC(=O)CCc1ccccc1 | -8 | 1
Cc1cc(F)c(F)c(C(=O)N2CCOCC2)c1Cl | 9 | -6
COc1cc(/C=C2\C(=O)ON=C2c2ccccc2)cc(OC)c1OC | 5 | 7
Cc1cccn2c(=O)c3cc(C(=O)N(C)C)n(C)c3nc12 | -1 | 4
COC(=O)[C@@]1(C)[C@H]2C(=O)N(Cc3ccccc3)C(=O)[C@H]2[C@H]2CN=C(SCc3ccc(C)cc3)N21 | 4 | 0
